DAX1 inh-1 – blocks DAX1 repression of SF-1 activated StAR promoter; HEK293T StAR-luciferase reporter, SF-1/DAX-1 repression relief; inhibition, % at 6.8 µM; 370,000 compounds, 1.1% hits; AID 652010;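 active = inhibition above the mean over all tested compounds plus 3 SD, cut at about 3.6% in these data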;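 note: 0% = DAX-1 cells with DMSO and 100% = cells lacking DAX-1 with DMSO; higher inhibition means more luminescence from relief of DAX-1 repression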
hgDAF-12 ag – activates the H. glycines DAF-12 receptor ligand-binding domain; HEK293 GAL4-hgDAF12 UAS-luciferase reporter, agonist luminescence; normalized to butyrate control; activation, % at 6.8 µM; 370,000 compounds, 1.8% hits;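 active = activation above a cutoff set at the mean of all screened compounds plus 3 SD, cut at about 10% in these data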;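 note: 0% = DMSO wells and 100% = sodium butyrate wells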
ssDAF12 agonist – activates DAF-12 receptor from parasite S. stercoralis; 370,000 compounds, 1% hits; activation, % at 6.8 µM; HEK293 ssDAF-12/GRIP1 lit1-tk-luc reporter, luminescence; % of 3 µM dafachronic acid response;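 active = activation above the mean over all tested compounds plus 3 SD, cut at about 0.9% in these data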;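 note: 0% = DMSO-only wells and 100% = 3 µM delta7-dafachronic acid wells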
NPR1 activator – GC-A (human) enzyme activation; AID 1671463; 370,000 compounds, 0.14% hits; activation, % at 10 µM; HEK293 GC-A cells, cGMP TR-FRET, EC30 ANP; 0% at EC30 ANP, 100% saturating ANP; in the data active = activation above about 40%
Target sequence (P16066 whole entry, looked up): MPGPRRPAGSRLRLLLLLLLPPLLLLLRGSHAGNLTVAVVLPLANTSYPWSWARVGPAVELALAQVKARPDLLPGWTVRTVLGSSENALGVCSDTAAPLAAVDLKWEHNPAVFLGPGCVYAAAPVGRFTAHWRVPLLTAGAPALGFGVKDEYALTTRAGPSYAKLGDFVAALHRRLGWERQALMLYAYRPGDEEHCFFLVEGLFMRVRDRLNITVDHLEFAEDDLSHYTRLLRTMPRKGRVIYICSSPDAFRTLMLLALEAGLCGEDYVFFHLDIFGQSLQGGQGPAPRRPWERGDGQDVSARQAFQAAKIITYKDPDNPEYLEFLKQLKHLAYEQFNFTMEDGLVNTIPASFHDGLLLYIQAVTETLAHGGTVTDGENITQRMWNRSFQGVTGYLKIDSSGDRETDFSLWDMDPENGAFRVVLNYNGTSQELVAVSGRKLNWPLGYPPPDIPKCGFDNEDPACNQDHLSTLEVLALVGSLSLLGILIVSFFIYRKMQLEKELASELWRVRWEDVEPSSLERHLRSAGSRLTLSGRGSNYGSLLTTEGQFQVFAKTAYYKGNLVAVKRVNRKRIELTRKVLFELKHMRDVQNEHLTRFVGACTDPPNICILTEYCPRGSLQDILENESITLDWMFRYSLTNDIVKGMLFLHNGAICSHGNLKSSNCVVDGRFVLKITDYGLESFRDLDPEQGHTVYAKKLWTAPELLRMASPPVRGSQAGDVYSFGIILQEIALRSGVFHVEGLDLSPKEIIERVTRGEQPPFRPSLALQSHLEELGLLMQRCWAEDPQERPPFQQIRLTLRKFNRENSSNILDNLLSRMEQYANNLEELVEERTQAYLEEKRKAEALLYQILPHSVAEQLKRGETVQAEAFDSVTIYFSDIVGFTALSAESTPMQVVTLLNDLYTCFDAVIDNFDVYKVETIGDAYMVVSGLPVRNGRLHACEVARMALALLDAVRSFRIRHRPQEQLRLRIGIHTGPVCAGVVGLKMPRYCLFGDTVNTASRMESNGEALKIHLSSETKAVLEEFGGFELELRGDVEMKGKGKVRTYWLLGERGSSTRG
SMARCA2 activ – increases SMARCA2 function in MMTV reporter cells | MG213 cells, MMTV-luciferase reporter, dexamethasone, overnight | activation, % at 9.1 µM | 370,000 compounds, 1% hits; in the data active = activation above about 7.8%;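 note: 0% = vehicle wells and 100% = reference activator wells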
hcDAF-12 act – H. contortus DAF-12 activation, primary screen; AID 652067; activation, % at 6.8 µM; 370,000 compounds, 1.4% hits; HEK293 hcDAF-12 lit1-tk-luc reporter, luminescence; 0% DMSO, 100% Δ7-dafachronic acid;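 active = activation above the mean of all tested compounds plus 3 SD, cut at about 5.5% in these data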;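 note: 100% = response to 3 µM Δ7-dafachronic acid high control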
sPLA2-III inh – Inhibits HGIII-sPLA2 liposome hydrolysis, primary screen | Q9NZ20 | QFRET BODIPY PC-A2 liposome hydrolysis, fluorescence | inhibition, % at 12.2 µM | 370,000 compounds, 0.56% hits | AID 743126;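 active = inhibition above mean plus 3 SD of compounds lying within the high and low control bounds, cut at about 19% in these data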;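 note: 0% = median of test compound wells and 100% = no enzyme DMSO wells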
DAX1 inh-2 – inhibits human nuclear receptor DAX1 | P51843 | 340,000 compounds, 0.99% hits | HEK293 Gal4-DAX1 luciferase reporter, luminescence | inhibition, % at 6.75 µM | AID 504766;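 active = inhibition above the mean over all tested compounds plus 3 SD, cut at about 4.2% in these data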;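 note: 0% = DAX1-transfected cells with DMSO and 100% = empty-vector control cells with DMSO; inhibition shows as a rise in luminescence from relieved DAX1 repression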
NPR2 activator – GC-B (human) receptor activation; activation, % at 10 µM; P20594; 370,000 compounds, 0.11% hits; AID 1920062; HEK293-GC-B cells, CNP EC30, cGMP TR-FRET; 0% at EC30 CNP, 100% saturating CNP;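 active = activation at 10 µM reaching about 35% in either raw or pattern-adjusted values, limit read from the data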
KLK7 zymogen act – activates the human kallikrein-7 zymogen. purified proKLK7, EDANS-DABCYL substrate fluorescence; 100% is mature enzyme control, 0% vehicle. activation, % at 7 µM. 370,000 compounds, 0.9% hits. AID 652039;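 active = activation above the mean of all tested compounds plus 3 SD, computed per campaign excluding outliers beyond control limits, cut at about 13% in these data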
GAA850 FXN act – increases GAA850 frataxin promoter reporter activity; 360,000 compounds, 0.56% hits; HEK293 lucGAA850 FXN promoter luciferase reporter, 24 h; percent of 10 µM SAHA response; activation, % at 6 µM; AID 540364;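 active = activation above the average of all compounds screened plus 3 SD, cutoff fixed separately per campaign, cut at about 7.5% in these data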;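 note: 0% = DMSO wells and 100% = 10 µM SAHA wells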
* marks the source's active call; other numbers are inactive results; x = not tested or not shown.

SMILES	DAX1 inh-1	hgDAF-12 ag	ssDAF12 agonist	NPR1 activator	SMARCA2 activ	hcDAF-12 act	sPLA2-III inh	DAX1 inh-2	NPR2 activator	KLK7 zymogen act	GAA850 FXN act
O=C(c1ccc(=O)[nH]c1)N1CCN(S(=O)(=O)c2cc(C(F)(F)F)ccc2Cl)CC1	0.0	0.1	-0.6	-3	-3	2.3	2	-0.5	3	0.1	0.4
O=C(O)c1ccc2c(c1)C(=O)N(N1C(=O)c3ccccc3C1=O)C2=O	0.0	2.4	-0.9	-1	0	0.6	3	-0.5	3	-0.2	-1.3
Cc1[nH]c(=O)[nH]c(=O)c1CCSSCCc1c(C)[nH]c(=O)[nH]c1=O	-0.8	3.8	-0.9	-2	-1	-0.7	12	x	3	0.5	x
COc1ccc(N2C(=O)c3n[nH]c(C(C)C)c3C2c2ccccc2)cc1 (configuration not stated)	0.2	0.4	-0.6	-25	-1	-1.4	-5	x	-23	0.3	x
CC1Cc2nc(SCC(=O)N3CCN(c4ccccc4)CC3)n(CCc3ccccc3)c(=O)c2S1 (configuration not stated)	-4.1	-4.8	-2.3	-6	-2	-5.1	-3	-2.7	3	0.1	-5.4
Cc1cc(NC(c2cccnc2)c2c(C)[nH]c3ccccc23)no1 (configuration not stated)	0.7	0.2	-0.2	-3	0	1.9	-10	0.2	-9	1.2	2.5
O=C1CCC(C(=O)N2CCC(CO)(Cc3ccc(Cl)cc3)CC2)=NN1	0.1	2.1	-0.8	-4	-2	-2.2	-2	0.5	-5	-0.3	0.0
CSc1ccc(-c2sc(Nc3cccc4ccccc34)n[n+]2-c2ccccc2)cc1	0.6	1.4	-0.4	-9	-1	3.6	-4	1.7	-6	-2.1	1.5
CS(=O)(=O)N(CCC#N)Cc1ccc(/C=C2\C(=O)Nc3ccccc32)o1	0.5	0.7	-1.0	-5	-5	0.8	3	-0.3	-2	0.2	-3.7
CN1C(=O)/C(=C/c2ccc(-c3ccccc3[N+](=O)[O-])o2)SC1=Nc1ccc(Cl)c(C(=O)O)c1	0.2	0.9	0.7	-1	-1	4.0	-3	-0.5	-1	-0.4	0.3
O=c1[nH][nH]c(C(F)(F)F)c1C=Nc1ccccc1	-0.5	-0.2	-0.9	0	5	-1.7	-2	-1.2	0	0.3	1.9
COc1ccc(NC(=O)Cc2ccccc2)cn1	0.5	-0.3	-1.3	1	2	-1.5	1	-0.8	3	0.3	0.5
CC1CCC(NC(=O)c2ccc3c(c2)S(=O)(=O)c2ccccc2C3=O)CC1 (configuration not stated)	-0.3	-0.5	-1.3	6	1	-0.8	4	-0.8	-3	-0.7	2.9
C=CC1=CCN(S(=O)(=O)C(C)(C)C)[C@H]1CCO	1.3	-1.7	-0.9	5	-4	2.2	-4	2.2	0	0.2	2.0
Cc1nnc(N/N=C/c2ccc(-c3ccc(Br)cc3)o2)n1N	-2.5	-0.2	-1.8	20	1	-1.3	-4	-0.4	-7	-0.7	0.8
O=C(c1ccccc1)N1CCC(CC2CC(c3ccc(Cl)cc3)=NO2)(C(=O)NCC2CCCCC2)CC1 (configuration not stated)	-0.5	-1.1	-1.1	-5	-1	-1.3	5	0.6	3	0.0	0.6
O=C1C(=O)N(c2ccccc2)c2ccccc21	-0.6	-0.9	-0.4	1	0	0.1	-4	-0.4	-2	2.3	1.3
COc1ccc(CSC2=C(C#N)C(=O)NC3(CCCCC3)S2)cc1	0.3	-3.3	-1.1	5	-4	0.7	-9	0.7	5	-0.3	0.4
CC1CCN(C(=O)CNC(=O)c2ccc(Cl)cc2Cl)CC1	1.4	4.7	-0.5	4	1	-0.7	1	0.8	-1	-0.8	3.2
Cn1c(=NC(=O)CS(=O)(=O)c2ccccc2)sc2ccccc21	1.3	1.1	0.6	0	2	2.8	7	1.1	-3	0.1	2.2
COC(=O)N/N=C/c1cc([N+](=O)[O-])cc(Br)c1O	0.4	0.1	-1.1	-2	-6	-0.6	8	2.3	-1	0.2	2.0
CCN(C(=O)C1=COCCO1)c1nc2c(C)cccc2s1	2.2	0.0	-1.0	-2	3	-1.8	-9	-1.2	-1	-0.2	2.2
CC(C)N1CCN(Cc2ccc(-c3ccccc3Cl)o2)CC1CCO (configuration not stated)	0.0	3.8	-1.1	0	-2	2.2	1	-0.9	6	1.4	2.9
O=C(CN1CCN(S(=O)(=O)c2ccccc2)CC1)NC(=O)NCc1ccccc1	-0.6	2.5	-1.4	2	2	-1.7	3	0.8	-1	-0.2	-0.5
Cc1c(C(=O)OCC(O)=C(C#N)c2nc3ccccc3[nH]2)oc2ccc(Br)cc12	0.9	4.3	-0.7	-8	-5	1.7	11	1.7	0	-1.3	1.2
Further results follow.
SMILES	DAX1 inh-1	hgDAF-12 ag	ssDAF12 agonist	NPR1 activator	SMARCA2 activ	hcDAF-12 act	sPLA2-III inh	DAX1 inh-2	NPR2 activator	KLK7 zymogen act	GAA850 FXN act
CC1CCCC(C)N1C(=O)CN1c2cccc3cccc(c23)S1(=O)=O (configuration not stated)	-1.3	-2.2	-1.5	1	-4	-2.5	12	0.0	0	6.8	0.8
Cc1ccc(CNc2ncnc3cc(Cl)ccc23)cc1	-1.1	-5.2	-1.6	10	-4	-1.2	0	-1.9	5	-0.1	2.9
CCCc1nc2oc3c(=O)[nH]cnc3c2c2c1COC(C)(C)C2	0.0	-3.4	-1.6	1	1	-1.6	-6	-0.1	-5	-0.5	1.8
O=C(NC1CC1)C(=O)c1c(-c2ccccc2)[nH]c2ccccc12	0.1	-2.5	-0.8	1	-1	-0.1	-2	1.0	-5	-0.3	-1.9
Cn1nc(C(F)(F)F)c(CO)c1Sc1ccc(F)cc1	-0.2	-0.8	-1.3	0	3	-1.0	-4	-0.7	-1	-0.3	2.2
CC1CCCC(C)N1C(=O)c1cccc2c1-c1ccccc1/C2=N/O (configuration not stated)	-0.2	2.3	-1.3	-5	0	-1.6	-29	1.0	0	-1.0	-2.0
Cc1cc(C)cc(NC(=O)N2CCN(S(C)(=O)=O)CC2)c1	0.3	-1.6	-1.1	2	0	-0.1	1	-0.2	4	-0.9	1.8
Cc1ccc(SCc2ccc(C(=O)Nc3ccccc3C(=O)NC(C)C)cc2)cc1	-0.5	0.5	-1.5	-7	-4	-1.9	12	-0.1	2	-0.7	-0.3
O=C(CSC1=NCCS1)Nc1ccnc2ccccc12	-3.1	-2.6	-2.0	2	-5	-3.6	-7	-3.0	1	-0.4	-7.0
CCC(=O)NCCCCCCNC(=O)CC	0.8	3.3	-1.5	1	1	-0.7	-4	-1.4	-4	-0.3	0.9
O=C(Nc1cc(C(F)(F)F)ccc1Cl)C(Sc1nnc(-c2cccs2)o1)c1ccccc1 (configuration not stated)	0.1	1.9	-1.3	2	-1	4.1	2	-1.2	5	0.0	1.5
CCOC(=O)C(C)Sc1nnc(CNC(=O)c2ccc(OC)cc2)n1C1CCCCC1 (configuration not stated)	-0.8	-0.4	-1.2	1	-3	-2.4	-12	0.2	-4	0.1	-3.0
O=C(NCCn1ccc2ccccc21)c1ccc(S(=O)(=O)N2CCCCC2)cc1	-0.6	-3.0	-0.9	3	-1	-0.3	-15	-0.9	6	0.9	-0.1
CCCCN(CCCC)CCNC(=O)c1cn(C)c2ccc(S(=O)(=O)N3CCCC3)cc2c1=O	1.0	0.9	-1.4	0	-3	0.1	-2	0.1	3	0.2	-0.1
Cc1c(C(=O)NCc2ccc3c(c2)OCO3)cccc1[N+](=O)[O-]	-0.9	-1.5	-1.0	-2	-1	-1.8	1	0.0	3	0.0	-1.8
Cc1ccc(C)c(CN2C(=O)COc3ccccc32)c1	0.7	1.6	-0.8	-17	-3	-0.8	17	1.5	-6	0.0	2.2
CCOC(=O)C1=CN(Cc2cccc(I)c2)S(=O)(=O)N(C)C1C (configuration not stated)	1.5	-1.4	-0.4	-9	-6	0.0	11	0.0	-2	0.1	1.2
O=C(NCc1ccccc1C(F)(F)F)C1CCC(=O)N(C2CC2)C1 (configuration not stated)	-1.4	1.1	-1.0	-1	-1	-0.9	1	-0.9	4	0.4	2.4
CC(NC(=O)CCc1nnc(CCCc2ccccc2)o1)c1ccccc1 (configuration not stated)	0.4	9.1	-1.0	0	3	2.0	4	3.2	-1	-0.1	2.7
CC(C)(C)S(=O)N1C[C@H]2CC(=O)C=C2[C@@H]1CCO (some centres not stated)	-1.0	-0.9	-0.8	0	-4	-0.2	10	x	4	-0.1	x
Cc1ccc(S(=O)(=O)NC(=O)NC(=O)N(C)S(=O)(=O)c2ccc(C)cc2)cc1	-0.4	0.0	-1.2	3	2	0.3	5	0.0	-11	-0.8	1.1
CCOc1ccccc1NC(=S)Nc1ncccc1C	-0.7	3.1	-1.0	-3	0	2.2	23*	-0.1	-3	-0.3	-3.9
COc1ccc(C(=O)CSC2=NS(=O)(=O)c3cc(Cl)ccc3N2)cc1	2.0	0.1	-0.4	0	-3	1.9	-33	3.4	-5	-0.5	2.5
Cc1cc(C)c(C)c(S(=O)(=O)NC2CCCCC2)c1C	0.5	-0.2	-1.3	-9	-1	-0.9	-11	0.2	-8	0.2	-0.7
Cc1ccc(Nc2nc3c([nH]2)c(=O)[nH]c(=O)n3C)cc1	-0.4	-0.4	-1.2	-9	1	-2.0	-1	2.4	-8	0.2	-1.6

Three entries already listed, arranged by the value under KLK7 zymogen act, falling.
mol | KLK7 zymogen act
Cc1c(C(=O)NCc2ccc3c(c2)OCO3)cccc1[N+](=O)[O-] | 0.0
CC(NC(=O)CCc1nnc(CCCc2ccccc2)o1)c1ccccc1 (configuration not stated) | -0.1
Cn1nc(C(F)(F)F)c(CO)c1Sc1ccc(F)cc1 | -0.3

Next part
SMILES	DAX1 inh-1	hgDAF-12 ag	ssDAF12 agonist	NPR1 activator	SMARCA2 activ	hcDAF-12 act	sPLA2-III inh	DAX1 inh-2	NPR2 activator	KLK7 zymogen act	GAA850 FXN act
CCOC(=O)c1cccc(NS(=O)(=O)Cc2ccccc2)c1	0.7	1.9	-0.4	1	-2	0.2	-2	-0.8	-2	0.2	0.1
COc1ccc(C(=O)NC2CCN(CC(=O)N3CCCCC3)CC2)cc1	-0.1	1.2	-0.7	0	-4	-1.1	-5	-1.7	3	-0.3	-1.6
CC(=O)N1c2ccc(S(=O)(=O)NCCC(=O)N3CCC(C)CC3)cc2CC1C (configuration not stated)	-2.4	1.1	-1.0	6	-2	0.8	2	-0.2	0	-0.2	3.4
O=C(C[C@H]1C/C=C\C[C@@H](Cc2ccc(F)cc2)C(=O)OC[C@H]2CCCN2C1=O)NCCO	0.2	1.9	-0.8	4	0	-1.5	5	0.3	1	-0.4	0.7
COc1cccc(NC(=O)CSc2nc(C)cs2)c1	-0.8	0.6	-1.3	-4	0	0.3	2	-0.5	-5	0.0	-1.7
S=c1[nH]nc(C2CC2)n1Cc1ccco1	0.5	-0.5	-1.8	3	0	-1.4	6	0.7	0	-0.4	-1.2
Cc1cc(O)c2c(C)c(CC(=O)N3CCN(C(=O)C4COc5ccccc5O4)CC3)c(=O)oc2c1 (configuration not stated)	0.1	0.6	-1.5	6	-1	-1.4	-13	-0.4	-1	-15	-0.2
CC1c2ccsc2CCN1S(=O)(=O)c1ccccc1 (configuration not stated)	0.3	-0.6	-1.4	2	-5	0.5	9	-0.2	-1	-0.4	0.3

Screening results deposited in PubChem BioAssay by several laboratories.
